Screens deposited in PubChem by National Center for Advancing Translational Sciences (NCATS).
PGK inhibitor – inhibitors of T. brucei phosphoglycerate kinase; P07378; PGK/GAPDH coupled, Kinase-Glo luminescence, 60 min; Potency, µM (titrated, usually from 57.5 µM), for inactives: at the top dose activity change, negative = inhibition, hits mostly inhibitors; 0.043% of 380,000 active; AID 602233; note: potency is the fitted concentration of half-maximal effect; % is set by controls: 0 for no effect and ±100 for the full control effect; nearly all actives have a fitted effect of over 60% in size
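Luminescent ATP detection (Kinase-Glo Plus) follows a 60-minute room-temperature incubation, with wells lacking PGK as controls. Buffer: 100 mM TEA (pH 7.6), 5 mM MgCl2, 0.01% Tween-20. Coupling enzyme GAPDH (100 nM final) supplies unstable 1,3-BPG in-well.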
mIDH1 inhibitor – blocks human mutant IDH1 R132H enzyme. O75874. IDH1-R132H enzyme, NADPH consumption, diaphorase/resazurin fluorescence. Potency, µM (titrated, usually from 76.6 µM), for the others: at the top dose activity change, negative = inhibition, hits mostly inhibitors. 0.093% of 390,000 active; note: potency is the fitted concentration of half-maximal effect; % is set by controls: 0 for no effect and ±100 for the full control effect; nearly all actives have a fitted effect of over 65% in size
Target sequence (O75874 whole entry R132H, stated change not applied): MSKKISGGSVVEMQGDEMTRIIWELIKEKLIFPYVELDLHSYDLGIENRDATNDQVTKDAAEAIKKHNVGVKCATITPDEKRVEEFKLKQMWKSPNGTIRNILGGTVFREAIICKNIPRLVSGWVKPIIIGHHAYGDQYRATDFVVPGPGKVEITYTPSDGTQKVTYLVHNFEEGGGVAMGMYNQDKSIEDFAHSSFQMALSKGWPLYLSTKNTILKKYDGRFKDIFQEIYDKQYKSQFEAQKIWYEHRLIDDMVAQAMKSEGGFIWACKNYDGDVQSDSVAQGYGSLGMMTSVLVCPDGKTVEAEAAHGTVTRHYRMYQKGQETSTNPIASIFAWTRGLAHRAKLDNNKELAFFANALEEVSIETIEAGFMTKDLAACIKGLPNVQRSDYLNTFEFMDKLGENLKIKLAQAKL
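IDH1-R132H (0.5 ug/mL dispensed) in pH 7.5 Tris buffer was preincubated 30 min with compound, then given a substrate mix of 0.016 mM NADPH and 2 mM alpha-KG for 80 min at room temperature; remaining NADPH was read by diaphorase/resazurin fluorescence.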
USP1 inh – blocks the human USP1/UAF1 deubiquitinase complex; Potency, µM (doses to about 57.1 µM), without a hit: at the top dose activity change, negative = inhibition, most hits filed as inhibitors; O94782; recombinant USP1/UAF1, Ub-Rhodamine cleavage fluorescence; AID 743255; 0.23% of 390,000 active; note: potency is the fitted concentration of half-maximal effect; % is set by controls: 0 for no effect and ±100 for the full control effect; nearly all actives have a fitted effect of over 60% in size; inactives centre near -12
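USP1/UAF1 complex at 1 nM was preincubated with compound for 15 min at room temperature, then Ub-Rho substrate (150nM final) was added. Fluorescence (480/540 nm) was read kinetically, 6 reads every 60 seconds.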
GLS inh – blocks human kidney-isoform glutaminase activity; GLS enzymatic activity, qHTS titration; Potency, µM (top dose mostly 45.5 µM), inactives show top-dose activity change, negative = inhibition, actives largely listed as inhibitors; 0.21% of 410,000 active; AID 624170; note: potency is the fitted concentration of half-maximal effect; % is set by controls: 0 for no effect and ±100 for the full control effect
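Enzyme dispensed in phosphate buffer (45 mM, pH 8.2, 0.02% Tween-20), compounds pinned in, then 1 mM L-glutamine solution and the glutamate oxidase–HRP–Amplex Red mix added; fluorescence read immediately and again after 30 min at room temperature.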
HP1b binding inh – inhibitors of HP1-beta chromodomain binding to methylated histone tails; P83916; AlphaScreen HP1-beta / biotin-H3K9me3 peptide binding; Potency, µM (top dose mostly 114 µM), without a hit: at the top dose activity change, negative = inhibition, most hits filed as inhibitors; 0.56% of 390,000 active; note: potency is the fitted concentration of half-maximal effect; nearly all actives have a fitted effect of over 70% in size; inactives centre near 23
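HP1-beta protein (50 nM final) preincubated 30 min at room temperature with biotinylated H3(1-18)K9me3 peptide (50 nM) in PBS pH 7.4, 0.01% Tween-20, then compound added for 30 min. AlphaScreen streptavidin donor/nickel chelate acceptor beads (10 ug/mL final), 30 min dark, luminescence read.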
PI4K2A block – PI4K2A (human) kinase inhibition; 0.13% of 420,000 active; purified PI4K2A, ADP-Glo luminescence, 1 h; active compounds read low; activity change, negative = inhibition, % at 76.9 µM; Q9BTU6; in the data active = activity change below about -50%; inconclusive = mostly about -30% to -49%;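 note: -100% = wells without enzyme as full effect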
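PI4K2A activity was measured by ADP-Glo luminescence: enzyme (4 ug/mL stock) and phosphatidylinositol (1.2 mM stock) in Tris pH 7.5/MgCl2/EGTA/Triton X-100 buffer were reacted with ATP (300 microM stock) for one hour at ambient temperature.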
Pin1 inhibitor – blocks the human prolyl isomerase Pin1; Q13526; Pin1 FP peptide displacement, HiFluor488, 10 min; Potency, µM (top dose mostly 115 µM), for inactives: top-dose activity, negative = inhibition, actives largely listed as inhibitors; 0.009% of 390,000 active; AID 504891; active = well fitted inhibition curve with a large enough effect in the polarisation, with a control signal flat, not every such curve was filed as active; inconclusive = small, poorly fitted or top-dose-only effect, or effect the other way, or a change in a side signal; inactive = no such curve, though single readings can be large or run the other way; the % refers to the polarisation; note: potency is the fitted concentration of half-maximal effect; % is set by controls: 0 for no effect and ±100 for the full control effect
TrxR1 inh – blocks rat thioredoxin reductase 1; O89049; recombinant rTrxR1, NADPH fluorescence consumption, selenite substrate; Potency, µM (top dose mostly 114 µM), for inactives: at the highest dose activity change, negative = inhibition, most hits filed as inhibitors; 1% of 390,000 active; AID 588453; note: potency is the fitted concentration of half-maximal effect; % is set by controls: 0 for no effect and ±100 for the full control effect; nearly all actives have a fitted effect of over 65% in size
Target sequence (O89049 whole entry, looked up): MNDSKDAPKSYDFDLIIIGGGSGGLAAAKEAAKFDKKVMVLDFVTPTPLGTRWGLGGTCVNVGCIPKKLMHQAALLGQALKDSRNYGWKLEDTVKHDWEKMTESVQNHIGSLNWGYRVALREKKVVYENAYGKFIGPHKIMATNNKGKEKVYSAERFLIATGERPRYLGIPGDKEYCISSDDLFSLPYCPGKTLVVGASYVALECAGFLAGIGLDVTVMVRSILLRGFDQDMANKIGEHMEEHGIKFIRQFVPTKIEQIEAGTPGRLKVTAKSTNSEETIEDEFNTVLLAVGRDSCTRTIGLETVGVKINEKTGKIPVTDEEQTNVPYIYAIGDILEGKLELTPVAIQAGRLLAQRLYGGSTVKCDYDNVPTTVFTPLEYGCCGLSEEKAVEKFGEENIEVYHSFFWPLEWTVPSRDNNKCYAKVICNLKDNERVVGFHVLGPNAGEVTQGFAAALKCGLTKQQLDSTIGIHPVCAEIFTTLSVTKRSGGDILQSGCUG
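Rat TrxR1 (90 nM in the dispensed reagent) was pre-reduced with 400 uM NADPH for 5 min at room temperature, then incubated with compound for 15 min. After 400 uM selenite was added, NADPH fluorescence (Ex 340/Em 450 nm) was followed for 8 min.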
TrxR1 substrate – rat thioredoxin reductase 1 substrate activity; O89049; purified TrxR1 substrate turnover, NADPH consumption readout; Potency, µM (series often up to 114 µM), for the others: top-dose activity change, negative = substrate turnover; 0.01% of 390,000 active; AID 588456; note: potency is the fitted concentration of half-maximal effect; % is set by controls: 0 for no effect and ±100 for the full control effect; nearly all actives have a fitted effect of over 50% in size
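Rat TrxR1, dispensed at 90 nM, was prereduced with 400 uM NADPH (final) for 5 min at ~22 deg C, then incubated with compound 15 min before 400 uM selenite. A first-read NADPH fluorescence drop versus no-compound background flagged substrates.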
* = called active by the depositor; i = inactive; ? = inconclusive; / = not tested or not shown; [ ] = another dose, or the depositor's remark. Unless noted, calls come from the whole dose curve; as a rule, active = well fitted curve in the direction sought with a large enough effect; inconclusive = small, poorly fitted or top-dose-only effect, or another doubt; inactive = no such curve, though single readings can be large; an effect the other way counts as inactive or inconclusive. Only part of the results is shown; rates above refer to the full screens.

compound,PGK inhibitor,mIDH1 inhibitor,USP1 inh,GLS inh,HP1b binding inh,PI4K2A block,Pin1 inhibitor,TrxR1 inh,TrxR1 substrate
Cc1cc(-c2nnc3n2N=C(c2ccc(F)cc2)CS3)n[nH]1,0%,2%,-13%,0%,36%[activator],1,-12%,23%[57.1 µM],9%[57.1 µM]
O=C1OCc2cc(NC(=O)C34CC5CC(CC(C5)C3)C4)ccc21,i,7%,-19%,-5%,63%[activator],-3,2%,8%[57.1 µM],17%[57.1 µM]
Cn1c(=O)n(C)c2cc(NC(=O)CCc3ccccc3)c(Br)cc21,-3%,0%,-7%,-1%,30%,-1,-2%,10%,6%
O=C(CC1N=C2c3ccccc3N=C(SCC(=O)Nc3cccc(Cl)c3)N2C1=O)NCc1cccs1 (centres undefined),-8%,15%,-23%,-8%,58%[activator],-1,50%[activator],-4%,-3%
COc1ccc(Cl)cc1NC(=O)CSc1nc2ccsc2c(=O)n1CC1CCC(C(=O)O)CC1 (centres undefined),-1%,4%,7%,3%,22%[57 µM],-12,5%,5%,-3%
O=C1CC(c2ccccc2)Cc2nc3nc(C(F)(F)F)nn3cc21 (centres undefined),2%,1%,-19%,9%,38%,7,?,14%,8%
CCOC(=O)C1(C)C=C(Nc2cccc(OC)c2)C(=O)N1c1ccccc1 (centres undefined),i,7%,-16%,-12%,34%,2,-2%,9%[57.1 µM],-7%[57.1 µM]
O=C(COC(=O)c1cccnc1Cl)Nc1ccc2c(c1)OCCO2,i,7%,-26%,-5%,28%,6,-7%,0%,-1%
CCOC(=O)c1cccc(NC(=O)C2=C(C)C(=O)OC23CCCCC3)c1,/,/,-20%,-1%,31%,2,1%,22%,1%
CC(C)(C)c1cc(OS(C)(=O)=O)ccc1O,4%,0%,-7%,-18%,?,-2,7%,11%[57.1 µM],-4%
COc1ccc(/C=C(\C#N)C(=O)OCC(=O)Nc2ccc(-c3nc4ccc(C)cc4s3)cc2)cc1,2%,-12%,-22%,0%,29%,4,7%,22%[11.4 µM],7%[11.4 µM]
Cc1ccc(S(=O)(=O)N(C)C)cc1NC(=O)COC(=O)/C(=C/c1ccc(F)cc1)c1cccs1,-4%,5%,-18%,-9%,32%,-2,55%[activator],-3%[57.1 µM],-27%[57.1 µM]
Cc1cccc(N2CCN(C(=O)CNC(=O)Cc3ccccc3)CC2)c1C,7%,4%,-4%,11%,45%[activator],3,?,-3%,-5%
COCCC(=O)N1CCc2c([nH]c3ccccc23)C1C(C)(C)C (centres undefined),-10%,0%,-15%,2%,19%,2,4%,4%,-5%
CC(Sc1ccccc1F)C(=O)Nc1ccc2c(c1)OCCO2 (centres undefined),1%,4%,-16%,0%,32%,-2,-6%,19%,5%

Remaining list, next part.
compound,PGK inhibitor,mIDH1 inhibitor,USP1 inh,GLS inh,HP1b binding inh,PI4K2A block,Pin1 inhibitor,TrxR1 inh,TrxR1 substrate
CC1CCN(C(=O)c2ccc(CSc3ccc(Cl)cc3)cc2)CC1,0%,2%,-25%,-2%,138%[activator],1,0%,-12%,-8%
CC1CC(C)CN(C(=O)COC(=O)CCCN2C(=O)c3cccc4cccc(c34)C2=O)C1 (centres undefined),3%,4%,-6%,-1%,20%,4,-4%,-20%,8%
O=C(NCC(c1ccc(F)cc1)N1CCOCC1)c1cccc(Br)c1 (centres undefined),-2%,-1%,-1%,9%,13%,-2,-1%,22%,-2%
O=C(c1ccc(C(F)(F)F)cc1)N1CCN(c2ccc(N3CCOCC3)nn2)CC1,-6%,-5%,-4%,-6%,30%,-1,-1%,-2%,32%[activator]
COc1ccc(C)cc1Nc1nc2c(S(=O)(=O)c3cc(C)ccc3C)nnn2c2ccsc12,-8%,-17%,-11%,-10%,1%,1,1%,33%[activator],17%
O=C(c1cccc(-c2nnc(-c3ccccc3)o2)c1)N1CCCCC1,-7%,0%,-16%,8%,15%,-1,7%,7%,4%
Cc1cc(C(=O)Cn2cnc3ccc(Cl)cc3c2=O)c(C)n1C1CC1,-4%,-4%,-18%,-1%,21%[57 µM],8,39%[activator],-1%,2%
COc1ccc(N2CCN(S(=O)(=O)c3cccc(C(F)(F)F)c3)CC2)cc1,1%,0%,-27%,0%,29%,6,5%,-6%,2%
Cc1c(NS(=O)(=O)c2cccc([N+](=O)[O-])c2)c(=O)n(-c2ccccc2)n1C,-6%,2%,-3%,-18%,7%,10,1%,17%[57.1 µM],11%[57.1 µM]
COc1ccccc1-c1nn(CCC(=O)Nc2cccc(C(C)=O)c2)c2nc(C)cc(C)c12,4%,8%,-23%,3%,27%,0,?,8%,9%
COc1ccc(NC(=O)NCCCCc2ccccc2)c(OC)c1,-2%,0%,-17%,3%,19%,6,5%,11%,-1%
COc1ccc2oc(C(=O)OCC(=O)NC3(C#N)CCCC3)c(C)c2c1,1%,2%,-20%,-2%,19%,-2,-2%,19%,69%[activator]
Cc1ccc(NCc2ccccc2O)cc1,5%,2%,-15%,-4%,-4%,-3,0%,12%,5%
CC(NC(=O)c1ccccc1Br)c1nnc(SCC(=O)NC2CCCCC2)n1C (centres undefined),0%,2%,-4%,1%,15%,-2,0%,-3%[57.1 µM],-2%[57.1 µM]
COC(=O)c1cc(OC)c(OC)cc1NC(=O)c1ccc(C)o1,-5%,3%,-22%,9%,2%,-2,-1%,5%,34%[activator]

Other compounds follow:
compound,PGK inhibitor,mIDH1 inhibitor,USP1 inh,GLS inh,HP1b binding inh,PI4K2A block,Pin1 inhibitor,TrxR1 inh,TrxR1 substrate
COc1ccc(N2CCN(C(C)C(=O)N(C)Cc3ccccc3)CC2)cc1 (centres undefined),7%,6%,-4%,36%[activator],-10%,-3,-4%,1%[57.1 µM],1%[57.1 µM]
Cc1nc(-c2cccc(S(=O)(=O)N3CCC(C(=O)NCc4ccccc4Cl)CC3)c2)no1,i,22%,-15%,0%,-11%,0,24%,14%[57.1 µM],-1%[57.1 µM]
Cc1cc(C)c(C)c(S(=O)(=O)N2CCN(C(=O)CCc3nc4ccccc4c(=O)[nH]3)CC2)c1C,5%,0%,-27%,2%,17%,-2,-1%,22%,1%
COc1ccc(C(=O)NCc2nnc(SCC(=O)N3CCc4ccccc43)n2CCc2ccccc2)cc1,-4%,3%,-13%,-2%,34%,2,11%,-7%,-9%
COc1ccc(C2=NN(C(=O)CSc3nnc(C)c(=O)n3N)C(c3ccco3)C2)cc1 (centres undefined),6%,2%,-1%,8%,7%,4,7%,6%[57.1 µM],-2%[57.1 µM]
Cc1cc(C)cc(NC(=O)c2cc(C)nc3c2c(C)nn3-c2ccccc2)c1,-12%,-2%,-27%,-6%,30%,2,13%,79µM*,41%[activator]
COc1ccc(C(=O)NNC(=O)c2ccncc2)cc1,-6%,-2%,4%,29%,22%,5,-8%,-9%,-8%
COc1cccc(C(=O)NCCS(=O)(=O)N2CCc3ccccc3C2)c1,-1%,0%,-26%,4%,16%,3,1%,4%,1%

Of the compounds above, 6 contain an aryl thioether with sulfur outside any ring:
compound,PGK inhibitor,mIDH1 inhibitor,USP1 inh,GLS inh,HP1b binding inh,PI4K2A block,Pin1 inhibitor,TrxR1 inh,TrxR1 substrate
COc1ccc(Cl)cc1NC(=O)CSc1nc2ccsc2c(=O)n1CC1CCC(C(=O)O)CC1 (centres undefined),-1%,4%,7%,3%,22%[57 µM],-12,5%,5%,-3%
CC(Sc1ccccc1F)C(=O)Nc1ccc2c(c1)OCCO2 (centres undefined),1%,4%,-16%,0%,32%,-2,-6%,19%,5%
CC1CCN(C(=O)c2ccc(CSc3ccc(Cl)cc3)cc2)CC1,0%,2%,-25%,-2%,138%[activator],1,0%,-12%,-8%
CC(NC(=O)c1ccccc1Br)c1nnc(SCC(=O)NC2CCCCC2)n1C (centres undefined),0%,2%,-4%,1%,15%,-2,0%,-3%[57.1 µM],-2%[57.1 µM]
COc1ccc(C(=O)NCc2nnc(SCC(=O)N3CCc4ccccc43)n2CCc2ccccc2)cc1,-4%,3%,-13%,-2%,34%,2,11%,-7%,-9%
COc1ccc(C2=NN(C(=O)CSc3nnc(C)c(=O)n3N)C(c3ccco3)C2)cc1 (centres undefined),6%,2%,-1%,8%,7%,4,7%,6%[57.1 µM],-2%[57.1 µM]
